GalR3 antagonist – blocks the human galanin receptor 3; HEK293 GalR3-CNG cAMP membrane potential fluorescence; galR3 body fused to GalR1 C-terminus; actives 0.44% (n = 360,000); O60755; inhibition, % at 3 µM;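 active = inhibition above the screen-wide average plus 3 SD, cut at about 13% in these data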;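 note: forskolin and galanin both at EC90 stimulate the cells; cAMP rise reported by CNG channel membrane potential dye signal; 0% = forskolin plus galanin with DMSO and 100% = forskolin alone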
Target sequence (O60755 1-299 limits assumed): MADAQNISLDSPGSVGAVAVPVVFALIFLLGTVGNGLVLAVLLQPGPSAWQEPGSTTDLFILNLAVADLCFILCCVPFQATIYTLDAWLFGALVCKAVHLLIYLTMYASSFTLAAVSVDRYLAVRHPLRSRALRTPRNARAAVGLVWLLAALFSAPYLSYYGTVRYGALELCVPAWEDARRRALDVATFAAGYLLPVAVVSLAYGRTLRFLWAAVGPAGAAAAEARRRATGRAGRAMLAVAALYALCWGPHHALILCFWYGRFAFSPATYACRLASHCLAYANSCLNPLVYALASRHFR
MEKK3 PB1 HTS – modulators (inhibitors or enhancers) of MEK5 binding to human MEKK3 PB1 domain | AID 1529 | binding response (% of control), % at 10 µM | actives 1.4% (n = 290,000) | Q99759 | bead-based flow cytometry, Alexa488-MEK5 binding to MEKK3; actives lie on both sides; 0 = blocked by unlabeled MEK5, 100 = vehicle;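 active = binding response more than 3 SD above or below the average of its plate-row segment, actives on both sides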;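 note: Alexa488 bead fluorescence after subtracting the streptavidin-only scavenger bead signal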
MEKK2 mut-MEK5 – signal of MEK5 binding to mutant human MEKK2 PB1 domain; bead flow cytometry, Alexa488-MEK5 binding to MEKK2 mutant; percent response, % at 10 µM; actives 0.35% (n = 290,000); in the data active = percent response above about 24%, passing the limit was not always enough; note: inactives centre near 1; some results filed as inactive read as strong as hits; reference of the scale not given here
GPR7 antag – antagonists of human GPR7 (neuropeptides B/W receptor 1); inhibition, % at 4.4 µM; GPR7-expressing cells, fluorescence antagonist assay; actives 1.1% (n = 290,000); P48145; AID 1861; in the data active = inhibition above about 16%, passing the limit was not always enough;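 note: cells stimulated with the agonist NPW; 0% = agonist with vehicle and 100% = vehicle without agonist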
NALP1 inh – blocks the NALP1 inflammasome reconstituted in yeast; S. cerevisiae NALP1/ASC/caspase-1 growth, X-gal OD620, 72 h; inhibition, % at 10 µM; actives 0.61% (n = 280,000); AID 2071; in the data active = inhibition mostly above about 24%, no sharp cut-off; inactive = mostly below about 32%; note: some compounds called inactive have numbers as strong as hits
PHOSPHO1 inh – inhibitors of human PHOSPHO1 phosphatase; Q8TCT1; recombinant PHOSPHO1, absorbance phosphatase assay; inhibition, % at 13.3 µM; actives 1.1% (n = 290,000); AID 1565; in the data active = inhibition above about 60%
Target sequence (Q8TCT1 whole entry, looked up): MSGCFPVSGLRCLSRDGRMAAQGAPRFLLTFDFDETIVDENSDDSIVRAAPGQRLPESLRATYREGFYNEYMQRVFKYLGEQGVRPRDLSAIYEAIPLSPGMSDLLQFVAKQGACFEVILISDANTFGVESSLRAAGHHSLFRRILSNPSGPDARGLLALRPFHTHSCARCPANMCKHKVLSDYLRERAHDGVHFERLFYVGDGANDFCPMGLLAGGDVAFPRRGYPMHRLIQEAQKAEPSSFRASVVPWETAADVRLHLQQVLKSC
OXTR ag – activates the human oxytocin receptor | actives 0.32% (n = 320,000) | activation, % at 3 µM | CHO-OTR cells, Fluo-8 calcium fluorescence; normalized: DMSO 0%, oxytocin 100% | P30559;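 active = activation above the mean of all tested compounds plus 3 SD, cutoff set per screening run, cut at about 20% in these data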;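 note: peak over basal fluorescence ratio from a 100 s FLIPR kinetic read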
Target sequence (P30559 whole entry, looked up): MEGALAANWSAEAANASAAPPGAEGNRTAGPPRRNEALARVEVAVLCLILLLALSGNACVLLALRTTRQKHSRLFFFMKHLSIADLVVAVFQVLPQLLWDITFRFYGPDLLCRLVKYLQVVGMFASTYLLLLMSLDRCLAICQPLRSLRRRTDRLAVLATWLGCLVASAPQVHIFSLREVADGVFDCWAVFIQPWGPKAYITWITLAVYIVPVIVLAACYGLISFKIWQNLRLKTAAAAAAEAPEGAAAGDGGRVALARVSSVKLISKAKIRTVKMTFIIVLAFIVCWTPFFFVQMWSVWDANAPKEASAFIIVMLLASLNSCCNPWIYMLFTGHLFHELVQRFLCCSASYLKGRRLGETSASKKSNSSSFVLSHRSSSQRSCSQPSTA
MEKK2wt PB1 HTS – raises or lowers MEK5 binding to wildtype human MEKK2 PB1 domain. binding response (% of control), % at 10 µM. actives 1.1% (n = 290,000). AID 1531. bead flow cytometry, Alexa488-MEK5 binding to MEKK2 WT; actives lie on both sides; in the data active = binding response below about 67% or above about 130%
V1aR counter – V1a receptor agonism, counter-screen for OXTR agonists | CHO-V1R cells, Fluo-8 calcium fluorescence, agonist mode; 0% DMSO, 100% 3 nM vasopressin | activation, % at 3 µM | actives 0.25% (n = 320,000) | AID 2797;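 active = activation above the mean activation of all tested compounds plus 3 SD, per screening run, cut at about 20% in these data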;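 note: signal is peak over basal fluorescence ratio across a 100 second FLIPR read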
* marks the source's active call; other numbers are inactive results; i = inactive; nt = no result given. Not all compounds are listed. The share of hits here may be higher or lower than overall.

Every second line gives: MEKK3 PB1 HTS | OXTR ag | GPR7 antag | PHOSPHO1 inh | V1aR counter | NALP1 inh | MEKK2wt PB1 HTS | MEKK2 mut-MEK5 | GalR3 antagonist
CNC(=O)O/N=C(\C)Cc1nnn(-c2cc(C)on2)n1
    106 | -0.3 | -14 | 25 | 0.8 | -12 | 104 | 0 | -1
Cc1cccc(C)c1OC(=O)Cc1ccccc1
    107 | -3.0 | 1 | -2 | -0.7 | 5 | 99 | -3 | -7
CC(C)CCn1c(=O)c(C(=O)NCc2ccco2)c(O)c2ccccc21
    109 | -0.7 | -12 | 22 | 0.5 | i | 102 | 16 | -1
CCN(CC)P(=O)(Oc1cccc(C)c1)N(CC)CC
    92 | -2.2 | 11 | -6 | -0.7 | 19 | 100 | 3 | -3
c1ccc(CCN2CCC(N3CCN(c4ccccc4)CC3)CC2)cc1
    97 | 1.0 | -2 | -5 | 0.2 | 19 | 101 | -2 | 0
COc1cc(/C=C/C(=O)c2c(O)n(CCc3ccccc3)c(=O)[nH]c2=O)ccc1O
    103 | 3.7 | 11 | 9 | 5.5 | 3 | 102 | 0 | -4
CCCC1C(C#N)=C(N)Oc2c1c(=O)oc1ccccc21 (centres undefined)
    91 | 0.1 | -11 | -3 | 0.5 | 3 | 102 | 3 | -4
CC(C)c1ccccc1OCC(=O)N1CCCN(C)CC1
    100 | 0.3 | -12 | 53 | 1.0 | 6 | 104 | 6 | 0
O=C(NC(Cc1cnc[nH]1)C(=O)O)c1ccccc1 (centres undefined)
    103 | 1.9 | -5 | 32 | -0.2 | 18 | 105 | 0 | 13*
CCOP(=O)(OCC)C(NC(=O)CN1C(=O)c2ccccc2S1(=O)=O)C(Cl)(Cl)Cl (centres undefined)
    97 | 1.0 | 1 | 9 | -0.4 | 4 | 99 | -3 | -1
Cc1cnn(C2CCN(C)CC2)c1N
    90 | 0.3 | -4 | -10 | 0.2 | 30 | 93 | -11 | -5
COC(=O)[C@]1(C)C[C@H]1[C@H](NP(=O)(c1ccccc1)c1ccccc1)c1ccccc1
    104 | -0.4 | 17 | -1 | -1.3 | 14 | 95 | 1 | -5
CCN(CC)c1ccc(/C=C/[N+](=O)[O-])cc1
    96 | 42* | 22* | 17 | 73* | -12 | 82 | -4 | -6
Cc1cccc(CN2CCCN(Cc3ccc(Cl)cc3)S2(=O)=O)c1
    103 | -0.9 | 1 | 26 | 0.2 | 14 | 105 | 1 | -7
Cc1ccc(CN2CCN(Cc3ccccc3)CC2)cc1
    101 | -0.6 | -5 | 29 | -0.6 | 11 | 94 | -8 | -4
Cc1nc2ccccc2c(=O)n1-c1cccc(O)c1
    97 | -2.3 | -5 | -13 | 0.0 | -5 | 101 | -1 | -1
CCNC(=S)NCCC1=c2ccccc2=N/C1=C\c1c(O)n(C)c(=O)n(C)c1=O
    95 | 0.0 | -10 | -57 | 1.6 | -5 | 90 | -3 | 2
O=C(NCc1cccnc1)Nc1ccccc1Cl
    101 | -0.4 | 1 | -7 | 1.2 | 3 | 107 | 5 | -4
CCOc1ccc(CC2(CCc3ccncc3)C(=O)NC(=O)NC2=O)cc1
    111 | 0.7 | -5 | 32 | -0.1 | -13 | 104 | -5 | -5
C[C@]12CCC(=O)C=C1CC[C@@H]1C2CC[C@]2(C)C(=O)CCC12 (some centres undefined)
    111 | -0.6 | 0 | 35 | 0.8 | 10 | 107 | 11 | -6
O=C(Nc1ccccc1)c1c(O)c2c(n(Cc3ccco3)c1=O)CCCC2
    101 | 0.4 | -3 | 18 | 0.2 | nt | 101 | -1 | -4
Cn1c(O)c(C=Nc2ccccc2Sc2ccccc2)c(=O)n(C)c1=O
    103 | -1.0 | -6 | -8 | -0.9 | 26 | 102 | -1 | -1
O=C1NC(=O)[C@]2(Cc3ccccc3N3CCN(c4ccccc4)CC32)C(=O)N1Cc1ccccc1 (some centres undefined)
    107 | 0.6 | -11 | 72* | 0.5 | -6 | 103 | 0 | -2
O=C(/C=C/c1c[nH]c2ccccc12)c1c(O)n(CCc2ccccc2)c(=O)[nH]c1=O
    99 | 4.8 | -17 | 45 | 4.3 | 11 | 85 | -17 | -4
O=C(c1cc(-c2ccncc2)nc2ccccc12)N1CCC2(CC1)OCCO2
    nt | 3.0 | -7 | 8 | 1.9 | -8 | nt | nt | -3
CC(=O)N1CN2CN(C(C)=O)CC(C(=O)c3ccc([N+](=O)[O-])cc3)(C2)C1
    97 | 0.6 | -6 | 43 | 0.6 | 9 | 85 | -11 | 1
N#Cc1ccc(OCC(=O)N2CCN(Cc3ccc4c(c3)OCO4)CC2)cc1
    102 | 6.7 | -1 | 16 | 4.0 | 4 | 102 | 2 | 3
COc1cc2[nH]c(=O)n(-c3cccc(Cl)c3)c(=O)c2cc1OC
    105 | -0.5 | -16 | 31 | 0.3 | 11 | 108 | 9 | 4
CC12CC[C@H]3[C@@H](CCC4(O)C[C@H](O)CCC34/C=N/NC(=O)c3ccccc3[N+](=O)[O-])C1(O)CCC2C1=CC(=O)OC1 (some centres undefined)
    102 | -0.9 | 6 | 22 | 0.4 | 5 | 100 | 2 | 0
CCCC1(CCC)C(=O)NC(=Nc2ccccc2)NC1=O
    102 | 1.4 | -9 | 15 | 0.6 | 3 | 100 | 3 | -3

Entries above that contain an aryl methoxy group, in the order listed:
Every second line gives: MEKK3 PB1 HTS | OXTR ag | GPR7 antag | PHOSPHO1 inh | V1aR counter | NALP1 inh | MEKK2wt PB1 HTS | MEKK2 mut-MEK5 | GalR3 antagonist
COc1cc(/C=C/C(=O)c2c(O)n(CCc3ccccc3)c(=O)[nH]c2=O)ccc1O
    103 | 3.7 | 11 | 9 | 5.5 | 3 | 102 | 0 | -4
COc1cc2[nH]c(=O)n(-c3cccc(Cl)c3)c(=O)c2cc1OC
    105 | -0.5 | -16 | 31 | 0.3 | 11 | 108 | 9 | 4

New compounds follow
Every second line gives: MEKK3 PB1 HTS | OXTR ag | GPR7 antag | PHOSPHO1 inh | V1aR counter | NALP1 inh | MEKK2wt PB1 HTS | MEKK2 mut-MEK5 | GalR3 antagonist
O=C(O)c1cccc2c1NC(C(=O)O)C1CC(Sc3ccccc3[N+](=O)[O-])C(Cl)C21 (centres undefined)
    103 | -0.8 | -6 | 62* | -0.3 | 8 | 95 | -1 | 5
Cn1c(O)c(C(=NCCN2CCCCC2)c2ccccc2Cl)c(=O)n(C)c1=O
    101 | -0.3 | 8 | 9 | -0.1 | 15 | 97 | 0 | -2
CCOc1ccc(/C=C2/C(=O)NC(=O)N(CCc3ccc(F)cc3)C2=O)cc1
    108 | 1.1 | -10 | -18 | 0.1 | 26 | 104 | -1 | -4
CCCCn1c(NS(=O)(=O)c2ccc(C)cc2)c(C(=O)OCC)c2nc3ccccc3nc21
    103 | -0.8 | -8 | 1 | 0.7 | -20 | 94 | 3 | 2
CCCCOCCCN1C(C)=CC(=C2C(=O)NC(=S)NC2=O)C=C1C
    106 | 0.7 | -5 | 4 | 0.1 | 0 | 106 | 4 | -6
CC(C)CN1CCN(Cc2c(F)cccc2Cl)CC1CCO (centres undefined)
    102 | 3.8 | 17 | 1 | -0.9 | -6 | 99 | -4 | -6
CC(C)CCOP(N)(=O)Oc1ccccc1Cl (centres undefined)
    94 | 0.2 | 10 | 15 | 1.0 | 18 | 92 | -12 | -7
COc1cccc(C2=NOC(C(=O)N3CCC4(CC3)OCCO4)C2)c1 (centres undefined)
    107 | 0.3 | -12 | -3 | 0.0 | 10 | 108 | 6 | -3
Cc1cc(NC(=O)COC(=O)c2c(C)nn(Cc3ccccc3)c2Cl)no1
    114 | 0.5 | -19 | 4 | 1.7 | -8 | 101 | 4 | -3
C=CCn1c(O)c(C=NCCN2CCNCC2)c(=O)[nH]c1=O
    106 | 3.7 | -13 | -3 | 0.6 | 12 | 110 | 5 | -3
O=c1[nH]c(=S)n(-c2ccccc2F)c(O)c1C=Nc1ccc(N2CCOCC2)cc1
    88 | 6.3 | -8 | -8 | 6.4 | 9 | 82 | -13 | -8
CC(c1ccccc1)(c1ccccc1)c1ccncc1
    94 | -2.7 | 5 | 49 | -1.0 | -29 | 99 | -43 | -7
CC1=C(C(=O)Nc2ccccc2)SCCO1
    112 | 0.0 | -11 | 16 | 0.8 | 6 | 112 | 5 | nt
O=C(c1cn(Cc2ccccc2)c2ccccc12)C1CC1
    99 | -2.3 | -2 | 2 | 0.0 | -2 | 101 | 2 | -3
CC12CCC3C(CC=C4CC5(CCC43C)OCCO5)C1CCC2=O (centres undefined)
    101 | 1.6 | -2 | -1 | 1.3 | 15 | 98 | 1 | 1
Fc1ccc(CNCCc2ccccc2F)cc1
    104 | 1.0 | 11 | -10 | 1.1 | 14 | 99 | 2 | -9
C[C@]12CCC(OC(=O)CCC(=O)O)CC1=CCC1C2CC[C@]2(C)C(=O)CCC12 (some centres undefined)
    99 | -1.0 | 0 | 11 | -0.3 | 19 | 100 | 1 | -9
O=C(c1ccc(Cl)cc1)C1CCCN(Cc2ccc3ncccc3c2)C1 (centres undefined)
    110 | 8.3 | 9 | -3 | 6.6 | 16 | 111 | -2 | -7
Cc1ccc(OCCSC2=NN2c2cc(C)nc(N)n2)cc1
    89 | -0.8 | -1 | 10 | -0.4 | 9 | 91 | -6 | -1
COC(=O)CC1(CC(=O)OC)C(=O)NC(=O)NC1=O
    98 | 1.1 | 10 | -8 | 0.7 | 3 | 98 | 0 | -3
CCC(CO)(C(=O)OC1CC2CCC(C1)N2C)c1ccccc1 (centres undefined)
    109 | 0.5 | 3 | 9 | -0.3 | 4 | 116 | 10 | -10
Cn1c(O)c(C=NCCCCCCCCCCC(=O)O)c(=O)n(C)c1=O
    105 | 0.5 | -10 | 20 | 0.2 | -48 | 103 | 7 | 17*
CC(=O)Nc1ccc2c(c1)CC1(C(=O)N(C)C(=O)N(C)C1=O)C1CCCN21 (centres undefined)
    108 | 1.1 | -5 | 15 | 4.6 | -4 | 101 | 3 | -5
Clc1ccc(C2NCCc3[nH]cnc32)cc1 (centres undefined)
    109 | -1.9 | -12 | 11 | 1.4 | 28 | 137* | 51* | 2

Part of the list above, showing only OXTR ag:
Compound,OXTR ag
O=C(c1ccc(Cl)cc1)C1CCCN(Cc2ccc3ncccc3c2)C1 (centres undefined),8.3
Cc1ccc(OCCSC2=NN2c2cc(C)nc(N)n2)cc1,-0.8
COC(=O)CC1(CC(=O)OC)C(=O)NC(=O)NC1=O,1.1
CCC(CO)(C(=O)OC1CC2CCC(C1)N2C)c1ccccc1 (centres undefined),0.5
Cn1c(O)c(C=NCCCCCCCCCCC(=O)O)c(=O)n(C)c1=O,0.5
CC(=O)Nc1ccc2c(c1)CC1(C(=O)N(C)C(=O)N(C)C1=O)C1CCCN21 (centres undefined),1.1

Screening results (PubChem BioAssay)
